M. tuberculosis GlmU = inhibition of mycobacterial GlmU enzyme – biochemical, glucosamine-1-phosphate acetyltransferase (AID 1376); M. tuberculosis GlmU acetyltransferase enzyme assay; higher % means a stronger effect; inhibition, %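 (tested at 30 µM in the primary screen)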, or IC50 in µM where a hit was titrated; hit rate 0.25% among 220,000; in the data active = inhibition above about 13%;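 also: 0% = complete reaction with vehicle and 100% = reaction without substrate; strong numbers were not always called active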
RmlCD inh 1536 = blocks M. tuberculosis RmlC and RmlD coupled enzymes; RmlC+RmlD coupled enzyme assay, percent inhibition; primary screen in compound mixtures; hit rate 0.03% among 160,000; inhibition, % at 3.6 µM; P9WH09+P9WH11; in the data active = inhibition mostly above about 34%, no sharp cut-off; also: some results filed as inactive read as strong as hits
Target sequence (P9WH09 whole entry, looked up): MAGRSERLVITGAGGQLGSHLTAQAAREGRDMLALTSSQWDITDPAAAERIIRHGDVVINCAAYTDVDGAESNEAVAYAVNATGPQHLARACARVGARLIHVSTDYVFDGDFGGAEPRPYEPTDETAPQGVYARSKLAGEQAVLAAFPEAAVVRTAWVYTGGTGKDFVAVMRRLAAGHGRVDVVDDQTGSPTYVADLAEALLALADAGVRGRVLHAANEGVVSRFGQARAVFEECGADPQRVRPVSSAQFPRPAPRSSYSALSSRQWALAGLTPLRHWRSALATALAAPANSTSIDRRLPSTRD
Target sequence (P9WH11 whole entry, looked up): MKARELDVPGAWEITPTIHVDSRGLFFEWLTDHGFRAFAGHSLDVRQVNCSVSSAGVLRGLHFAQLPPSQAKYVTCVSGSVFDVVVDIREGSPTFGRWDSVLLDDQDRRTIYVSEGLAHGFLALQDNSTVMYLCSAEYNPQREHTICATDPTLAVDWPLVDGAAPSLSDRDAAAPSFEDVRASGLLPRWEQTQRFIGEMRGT
An asterisk follows results filed as active; x = not tested or not shown.

structure	M. tuberculosis GlmU	RmlCD inh 1536
O=C(CSc1ccc(-c2nc3ccccc3[nH]2)cn1)N1CCN(C(=O)c2ccco2)CC1	2.4%	x
COc1ccc(C(=O)Oc2c(CN3CCOCC3)cc(Cl)c3cccnc23)cc1OC	-1.6%	x
C[C@@H](C[C@@H](O)[C@H](O)C(C)(C)O)[C@@H]1CC[C@]2(C)C3=CC[C@H]4C(C)(C)C(=O)CC[C@]4(C)[C@H]3CC[C@@]12C	-2.1%	x
COC(=O)c1c(-c2ccccc2)csc1NC(=O)c1ccco1	-1.8%	10
c1coc(CNc2ncnc3c2oc2ccccc23)c1	2.4%	13
Cc1cc(C(=O)NNC(=S)NC(C)c2ccccc2)cs1 (stereo not given)	1.8%	10
Cc1onc(-c2ccccc2)c1CNC(=O)Nc1cccc(Cl)c1	2.0%	x
COC(=O)c1cc(Cl)c(NC(=O)/C=C/c2ccc(Cl)cc2Cl)cc1OC	4.7%	5
COCCn1c(SCC(=O)Nc2ccc(C)cc2)nc2c(oc3ccccc32)c1=O	-7.9%	5
Cc1ccnc(N2CCC(C(=O)NNC(=O)COc3cccc4ccccc34)CC2)n1	-4.7%	-2
CC(=O)c1ccc2c3c(cccc13)CC2	-2.3%	20
CCCn1c(SCc2ccon2)nc2ccccc2c1=O	1.1%	3
COc1ccccc1NC(=O)N1CCCC1C(=O)Nc1ccc2c(c1)OCCO2 (stereo not given)	3.2%	5
COc1ccc(CC2C(=O)N(c3ccccc3)C(=O)N(c3ccccc3)C2=O)c(OC)c1	3.5%	x
CC(C)c1cc(CN2CCN(C3CCCC3)C(CCO)C2)[nH]n1 (stereo not given)	-3.7%	-5
Cc1ccc(S(N)(=O)=O)c(C)c1N1CCCC1=O	-4.6%	11
Cc1cc(C)n(C(=O)c2cc3sccc3[nH]2)n1	4.8%	x
CC(=O)Nc1ccc(S(=O)(=O)N2CCCc3ccccc32)cc1	1.0%	-3
CCN(CC)CCOC(=O)c1c(C)oc2ccc(OC)cc12	-1.1%	-1
O=C(N/N=C/C=C\c1cccc([N+](=O)[O-])c1)c1cccnc1	1.9%	21

Full records, quoted from the list. Screens in order: M. tuberculosis GlmU	RmlCD inh 1536
Results for `Cc1onc(-c2ccccc2)c1CNC(=O)Nc1cccc(Cl)c1` : 2.0%	x
Results for `CCN(CC)CCOC(=O)c1c(C)oc2ccc(OC)cc12` : -1.1%	-1
Results for `CC(C)c1cc(CN2CCN(C3CCCC3)C(CCO)C2)[nH]n1` (stereo not given) : -3.7%	-5
Results for `COCCn1c(SCC(=O)Nc2ccc(C)cc2)nc2c(oc3ccccc32)c1=O` : -7.9%	5

Further structures.
structure	M. tuberculosis GlmU	RmlCD inh 1536
COc1ccccc1NC(=S)N1CCC(c2nc3ccccc3o2)CC1	-0.1%	-54
Cc1ccc(NC(=O)C2CC(=O)n3c(nc4ccccc43)N2)cc1 (stereo not given)	3.9%	x
COc1cc(C(=O)NCC(=O)N/N=C/c2ccccn2)cc(OC)c1OC	0.4%	-7
Cc1ccc(/C=N/NC(=O)c2n[nH]c3c2CCCC3)cc1	-0.1%	17
COc1ccc(C(=O)NC(=S)NNC(=O)c2cnccn2)cc1OC	2.4%	12
O=C(c1cc2c(s1)CCCC2)N1CCC2(CC1)OCCO2	4.3%	x
O=C(O)Cc1csc2ccccc12	0.2%	4
CC(C)(C)SCCNC(=O)CN(c1ccccc1)S(=O)(=O)c1ccccc1	0.1%	x
C=CCNC(=S)NNC(=O)c1cccn(Cc2ccc(Cl)cc2)c1=O	-3.3%	x
CC(C)OC(=O)/C(=C\c1cccc2ccccc12)NC(=O)c1ccccc1	0.0%	x
CC1(C)CC(=O)c2ccc(O)cc2O1	-2.7%	x
Cc1ccccc1NS(=O)(=O)CCCCC(Cl)(Cl)Cl	-2.5%	2
CCOC(=O)CSc1nc2c(c(=O)n1-c1ccc(OC)cc1)SCC2	-0.1%	x
COc1ccccc1-c1cc(C(=O)NC(C)C)no1	3.7%	x
FC(F)(F)c1cccc(NC(=S)NNC(=S)NCc2ccccc2)c1	6.9%	x
O=C(Cn1c2ccc(F)cc2c2nc3n(c(=O)c21)CCS3)Nc1ccccc1C(F)(F)F	-4.2%	2
CCCc1nnc(NC(=O)c2cc(OC)cc(OC)c2)s1	-4.9%	7
CCOC(=O)C1=C(C)Nc2ccccc2N=C1NC(=O)c1cccc(S(=O)(=O)NCc2ccccc2)c1	2.1%	x
CCCN1CCN(c2ccc(S(N)(=O)=O)cc2[N+](=O)[O-])CC1	-4.3%	-2
COc1cccc2c(=O)cn[nH]c12	2.1%	-1
COc1cc(/C=N/NC2=NCCCCC2)ccc1O	0.8%	-5
Cc1cc(C)cc(NC(=O)C(Sc2ncnc3ccccc23)c2ccccc2)c1 (stereo not given)	1.8%	x
CC(=O)N1CCN(CC(=O)Nc2ccc(C#N)c(Cl)c2)CC1	-0.2%	0
O=C(Nc1ccc(N2CCOCC2)c(Cl)c1)c1cccnc1Cl	0.2%	x
O=C(CSc1nc2cccnc2n1Cc1ccccc1)N1CCCC1	-1.0%	-7
CCS(=O)(=O)Nc1ccc(-c2nnc(SCC(=O)c3ccc(NC(C)=O)c(OC)c3)o2)cc1	x	-3
Cc1ncc(CN2CCCC(CCC(=O)NCc3ccccc3F)C2)s1 (stereo not given)	8.5%	-9
O=C1CSC(c2cccnc2)N1C1CCCCC1 (stereo not given)	6.7%	x
CCNC(=S)Nc1ccc2cn[nH]c2c1	-0.8%	x
CCOC(=O)c1sc(NC(=O)Nc2cccc(Cl)c2)cc1C	1.4%	x
CCOC(=O)c1ccc(N2CN=C3SCC(=O)N3C2)cc1	-2.9%	-1
O=C1ON=C(c2ccccc2)/C1=C\c1ccco1	8.8%	9
Cc1nc2cc(F)ccc2n1C1CCN(C(=O)c2c(F)cccc2F)CC1	2.1%	8
CN(/C(=N/S(=O)(=O)c1cccs1)c1ccccc1)c1ccc(O)cc1	4.9%	4
c1ccc(Nc2c(-c3ccco3)nc3ccccn23)cc1	1.5%	-10
NC(=O)c1ccc(CN2CCC(Cc3ccccc3)CC2)cc1	2.5%	11
CCCOC(=O)c1ccc(Nc2nc(C)cc(=O)[nH]2)cc1	-2.7%	x
Cc1cc(C(=O)O)c(S(C)(=O)=O)s1	0.0%	-2
CC(C)n1nnnc1CN1CCN(C)CC1	6.2%	6
CC(C)(C)c1ccc(OCC(=O)NCc2ccco2)cc1	3.6%	-5
S=c1[nH]cnc2scc(-c3ccc(Cl)cc3)c12	6.0%	-10
Cc1ccc(N/C=C(\C2OC(=O)c3ccccc32)[N+](=O)[O-])c(C)c1 (stereo not given)	-3.1%	-10
CCOC(=O)C1=C(CS(=O)(=O)c2ccccc2)NC(=O)NC1c1ccccc1 (stereo not given)	3.0%	-5
COc1ccc(C)cc1NC(=O)CNc1ccccc1CN(C)C1CCCCC1	-4.0%	-2
Cn1c(SCC(=O)O)nnc1-c1ccc2ncccc2c1	-1.4%	-10
O=[N+]([O-])c1cc(C(F)(F)F)ccc1N1CCCNCC1	0.0%	0
CCN1CCN(c2c(Cl)cccc2NC(=O)c2ccc3nsnc3c2)CC1	-4.6%	-13
CC(C)CCN1CCN(Cc2ccc(C(F)(F)F)cc2)CC1CCO (stereo not given)	-3.9%	-2
COc1cc(/C=C(\C#N)C(=O)Nc2cccc3ncccc23)ccc1O	3.9%	-10
CCOc1ccc(-c2nnn(CCC#N)n2)cc1OC	-0.7%	8
O=C(CO/N=C/c1ccccc1OC(F)F)NC1CCCC1	-4.4%	-2
CC(C)CN(CC(C)C)S(=O)(=O)N1CCC(C(=O)NCCN2CCOCC2)CC1	8.0%	33
O=C1N2c3ccccc3CCc3cccc(c32)C1(O)C(F)(F)F (stereo not given)	-7.0%	-5
C/C=C/Cn1c(N(C)Cc2ccccc2)nc2c1c(=O)[nH]c(=O)n2C	6.9%	-14
Cc1ccc(C(C)NC(=O)c2ccco2)cc1 (stereo not given)	-4.8%	x
COc1ccc2[nH]cc(C(O)CN3CCN(c4ccccc4)CC3)c2c1 (stereo not given)	-1.8%	x
O=C(CCn1cnnn1)Nc1ccc(Cl)cc1Cl	-2.4%	-8
Cc1c(Nc2nc(-c3ccc(Cl)cc3)cs2)c(=O)n(-c2ccccc2)n1C	2.3%	-8
CN(Cc1ccccc1)C(=O)COC(=O)Cn1cnc2ccccc21	-2.3%	x
Nc1ccc(Cc2nc3cc4ccccc4cc3[nH]2)cc1	4.7%	x

New compounds follow:
structure	M. tuberculosis GlmU	RmlCD inh 1536
CC1=NN(C(N)=S)C(=O)C1N=Nc1ccc(O)cc1 (stereo not given)	-3.7%	9
CCn1c(SCC(=O)NCCOc2ccccc2)nc2ccccc2c1=O	5.3%	x
N#C/C(=C(/O)CN1C(=O)c2ccccc2C1=O)c1nc2ccccc2[nH]1	1.9%	x
CCOC(=O)Cc1csc(/N=C/c2c(O)n(-c3ccc(C)c(C)c3)c(=O)c3ccccc23)n1	-3.1%	6
Cc1cccc(-n2c(O)c(C=Nc3ccccc3-c3n[nH]c(=S)[nH]c3=O)c3ccccc3c2=O)n1	6.9%	-6
Cc1ccnc2nc(C(=O)OCC(=O)NCCc3ccccc3)nn12	-2.2%	x
CCOC(=O)N1CCN(C(=O)C2CC(c3ccccc3OC)=NO2)CC1 (stereo not given)	2.9%	1
Cc1cc(C)cc(N2CCN(C(=O)N3CCOCC3)CC2)c1	2.4%	x
CC1CCCN(S(=O)(=O)c2ccc(NC(=O)c3cccc(-n4cnnn4)c3)cc2)C1 (stereo not given)	-2.2%	9
OCCN1CN=C(Nc2nc3ccccc3o2)NC1	-5.1%	13
CCC[n+]1cn(/C(C(=S)Nc2cccc(Cl)c2C)=C(/[O-])c2ccc(OC)c(OC)c2)c2ccccc21	2.3%	4
CCc1ccc(CN(C)Cc2nc(Cc3ccccc3)no2)nc1	1.4%	2
Fc1ccccc1CSc1nncn1NC/C=C/c1ccccc1	-3.0%	4
O=C(c1ccc(=O)n(Cc2ccccc2)n1)N1CCN(C/C=C/c2ccccc2)CC1	-5.6%	-9
Nc1ccc(N2CCCCC2)c(Cl)c1	6.9%	x
CCOc1ccc2c(c1)OC(c1ccccc1)(C(F)(F)F)NC2=O (stereo not given)	0.8%	-1
O=C(OCc1cc(=O)n2cc(Br)ccc2n1)c1ccc(Cl)c(S(=O)(=O)NCc2ccccc2)c1	2.3%	-10
O=C(c1ccccc1)N1CCN(C(=S)NCc2ccco2)CC1	0.9%	-18
C=C1c2cc3c(cc2NC(=S)N1Cc1ccccc1)OCO3	5.8%	6
COC(=O)c1c(NC(=O)CN2C(=O)c3ccccc3C2=O)sc(Cc2ccc3c(c2)OCO3)c1C	3.8%	x

The list goes on, overlapping the part above by 6 compounds.
structure	M. tuberculosis GlmU	RmlCD inh 1536
Nc1ccc(N2CCCCC2)c(Cl)c1	6.9%	x
CCOc1ccc2c(c1)OC(c1ccccc1)(C(F)(F)F)NC2=O (stereo not given)	0.8%	-1
O=C(OCc1cc(=O)n2cc(Br)ccc2n1)c1ccc(Cl)c(S(=O)(=O)NCc2ccccc2)c1	2.3%	-10
O=C(c1ccccc1)N1CCN(C(=S)NCc2ccco2)CC1	0.9%	-18
C=C1c2cc3c(cc2NC(=S)N1Cc1ccccc1)OCO3	5.8%	6
COC(=O)c1c(NC(=O)CN2C(=O)c3ccccc3C2=O)sc(Cc2ccc3c(c2)OCO3)c1C	3.8%	x
CCN=C(NCC)SC1CC(=O)N(c2ccccc2)C1=O (stereo not given)	6.4%	-1
CCn1c(O)c(C=NCCN2CCOCC2)c(=O)n(CC)c1=S	3.6%	7
Cc1ccc2[nH]c(=O)c(CN(CCCN(C)C)C(=S)NCCc3ccccc3)cc2c1	-4.6%	x
COc1ccc(-c2noc(CCCC(=O)N3CCOCC3)n2)cc1	-5.2%	x
NS(=O)(=O)c1cc(C(=O)NCCc2ccccn2)ccc1Cl	1.2%	4
O=C(CCl)N=c1sccn1Cc1cccc2ccccc12	-4.3%	x
O=c1c2ccccc2nc(COc2ccccc2)n1/N=C/c1ccc(O)c(O)c1	6.5%	9
Cc1ccc(Nc2nc3ccccc3c(=O)s2)cc1C	1.7%	-7
O=C(COC(=O)c1cccc2ccccc12)Nc1ncc(C(F)(F)F)cc1Cl	1.9%	0
CCC(=O)Oc1ccc(C(=O)Nc2ccccc2C(=O)NCC(C)C)cc1	-1.1%	55
COc1cccc(NC(=O)c2ccc(NC(=O)C(C)(C)C)cc2)c1	5.3%	-8
COc1ccc(-c2ccc(CCC(=O)O)o2)cc1	-1.1%	-12
COc1ccc(C(=O)C2CCCN(C(=O)CCC3=NNC(=O)CC3)C2)c(C)c1 (stereo not given)	-1.8%	-6
CC(=O)CCc1oc2ccc(NC(C)=O)cc2c1-c1ccc(C)o1	-5.4%	-2
CCC(C)C(=O)Nc1cc(Cl)ccc1C(=O)O (stereo not given)	2.1%	-5
COc1ccc(S(=O)(=O)Nc2cc(Cl)ccc2OC)cc1	3.6%	x

Some of the compounds tested; the hit share may differ from the screen's.
